Screening data from PubChem BioAssay.
PfHsp90 set2: growth inhibition of PfHsp90-expressing yeast, primary screen, antimalarial PfHsp90 inhibitor project, S. cerevisiae, BacTiter-Glo luminescence, single point, set 2. hit rate 0.32% among 310,000. inhibition, % at 9.4 µM. BacTiter-Glo ATP, 48 h; yeast lacking PDR1 and PDR3 efflux regulators;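 active = every replicate shows inhibition above about 80%, whatever the replicate mean, limit read from the data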;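 note: 0% = DMSO neutral controls and 100% = 20 µM radicicol positive controls; yeast relying on Plasmodium falciparum Hsp90 in place of its own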
OPRM1-OPRD1 inv: inverse agonists of MOR-DOR heterodimerization, primary screen, cell-based, luminescence. inhibition, % at 9.3 µM. AID 504357, 2011. hit rate 0.21% among 340,000. cell-based MOR-DOR heterodimer luminescence, inverse agonism; in the data active = inhibition above about 22%, passing the limit was not always enough;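 note: 0% = cells with DMSO and 100% = wells without cells with DMSO; values of inactives mirror those of a sister screen read the other way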
Target sequence (P35372 whole entry, looked up): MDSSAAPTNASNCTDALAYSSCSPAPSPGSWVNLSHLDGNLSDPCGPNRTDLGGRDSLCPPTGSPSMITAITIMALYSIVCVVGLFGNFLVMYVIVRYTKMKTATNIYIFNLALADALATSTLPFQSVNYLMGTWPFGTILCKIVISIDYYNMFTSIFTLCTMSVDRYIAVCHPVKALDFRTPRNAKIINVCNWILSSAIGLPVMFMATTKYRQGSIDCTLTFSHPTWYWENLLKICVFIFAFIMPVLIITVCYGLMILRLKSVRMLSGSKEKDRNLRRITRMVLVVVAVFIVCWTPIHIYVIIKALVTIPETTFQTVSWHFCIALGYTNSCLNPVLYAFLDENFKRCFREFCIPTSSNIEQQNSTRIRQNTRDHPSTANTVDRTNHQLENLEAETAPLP
Target sequence (P41143 whole entry, looked up): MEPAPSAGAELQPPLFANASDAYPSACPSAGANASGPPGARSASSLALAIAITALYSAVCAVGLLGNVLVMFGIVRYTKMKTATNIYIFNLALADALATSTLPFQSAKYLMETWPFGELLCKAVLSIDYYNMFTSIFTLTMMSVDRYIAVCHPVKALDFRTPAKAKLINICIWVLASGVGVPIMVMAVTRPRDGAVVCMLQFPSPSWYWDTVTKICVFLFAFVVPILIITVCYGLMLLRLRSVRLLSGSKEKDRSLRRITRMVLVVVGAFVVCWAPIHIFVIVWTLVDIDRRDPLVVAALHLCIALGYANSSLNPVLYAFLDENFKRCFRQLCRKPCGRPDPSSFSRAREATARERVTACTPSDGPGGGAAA
Tat export inh: E. coli Tat export inhibitors, primary screen, MC4100, TorA-mCherry reporter, fluorescence, single point | inhibition, % at 10 µM | hit rate 0.036% among 340,000;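 active = mean replicate inhibition at least 50% and at least half of replicates individually reaching 50%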;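 note: exported cargo escapes ClpAP degradation while cytoplasmic cargo is degraded and loses fluorescence; 0% = median of neutral control wells and 100% = median of NaSCN control wells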
PKA-R1A activ: activators of PKA-R1A holoenzyme, primary screen, biochemical, fluorescence polarization, Cy5-IP20, bovine R1A, mouse PKAc | activation, % at 11.4 µM | AID 504707, 2011 | cAMP-dependent protein kinase type I-alpha regulatory subunit (Bos taurus) + … | PKA-R1A dissociation; scaled: DMSO 0%, 113 µM cGMP 100% | hit rate 0.083% among 340,000;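 active = percent activation above the mean of all tested compounds plus 3 SD, cut at about 19% in these data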;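 note: higher means more PKAc released from R1A so a rise in polarization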
AddAB inh: growth inhibition of E. coli expressing H. pylori AddAB, primary screen, AddAB inhibitor project, absorbance | inhibition, % at 11.9 µM | hit rate 0.29% among 330,000; in the data active = inhibition above about 12%;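 note: 0% = vehicle wells of infected cells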
Arrestin-AP2 inh: inhibitors of beta-arrestin/AP2 binding, primary screen, biochemical, GPCR trafficking, flow cytometry. beta-arrestin 1 C-terminal peptide binding to AP2 beta2-adaptin appendage (human). FITC-arrestin peptide / GST-AP2 beads; AP2 beta2 appendage carries R879A mutation. inhibition, % at 10 µM. hit rate 0.31% among 340,000. AID 504490, 2011;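 active = inhibition above a set limit, near 3 SD of compounds lacking own fluorescence, cut at about 54% in these data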;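 note: plate controls were DMSO wells for no effect and 5 µM unlabelled arrestin peptide for full effect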
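System: GST-AP2 R879A glutathione beads | Also added: FITC-arrestin peptide, 50 nM | Times: 12 min plus 1 h, RT | Signal: Bead flow cytometry, FITC channel | Buffer or medium: PBS with 0.05% Tween 20 and 0.1% BSA | Read-out basis: Percent drop in bead-associated FITC signal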
phage Ecoli inh: growth loss of phage-infected E. coli, primary screen, RecBCD inhibitor project, absorbance, with phage, HTS; AID 651602, 2012; inhibition, % at 11.9 µM; hit rate 0.26% among 360,000; in the data active = inhibition above about 11%
E coli growth: E. coli V3065 growth inhibition, primary screen, counter-screen for AddAB inhibitor project, absorbance, OD600. 18 h. inhibition, % at 11.9 µM. hit rate 0.27% among 330,000. AID 449728, 2010;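 active = inhibition above the campaign's mean inhibition across all tested compounds plus 3 SD, cut at about 9.9% in these data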;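 note: uninfected addAB+ strain grown without phage in ampicillin broth; 0% = DMSO wells and 100% = ciprofloxacin 0.95 µg/ml wells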
MOR-DOR ag: agonists of OPRM1-OPRD1 heterodimerization, primary screen, cell-based, luminescence | cells | activation, % at 9.3 µM | hit rate 0.3% among 340,000 | AID 504326, 2011; in the data active = activation above about 18%;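 note: 0% = vehicle-treated cells and 100% = reference agonist; values of inactives mirror those of a sister screen read the other way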
Pemphigus Ab inh: inhibitors of pemphigus antibody binding to DSG3, primary screen, biochemical, bead-based, flow cytometry, scFv-GFP | hit rate 0.48% among 310,000 | AID 588358, 2011 | DSG3-coupled beads, scFv-anti-DSG3-GFP binding; active compounds read low | binding (percent of control), % at 10 µM | Desmoglein-3 (Homo sapiens), P32926;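 active = binding more than 3 SD below its plate's average and above zero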;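 note: hits lower antibody fragment binding to DSG3; some compounds called inactive have numbers as strong as hits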
SUMO Mot1 rescue: yeast Mot1-301 growth rescue at high temperature, primary screen, SUMOylation pathway inhibitor project, S. cerevisiae, ATP luminescence, 38.5C | S. cerevisiae Mot1-301 growth rescue; percent above DMSO median, 100 means doubled | growth rescue, % at 18.8 µM | hit rate 1% among 320,000;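 active = every valid replicate shows activation above 250% relative to neutral control wells; inactive = the rest, any valid replicate at or below 250%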;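 note: OY570 slx delta 5 strain wells were the positive control but not used for scaling; some compounds called inactive have numbers as strong as hits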
An asterisk follows results filed as active; x = not tested or not shown. The order is random. Share with any hit: about 2.8%.

Below each SMILES – PfHsp90 set2 | OPRM1-OPRD1 inv | Tat export inh | PKA-R1A activ | AddAB inh | Arrestin-AP2 inh | phage Ecoli inh | E coli growth | MOR-DOR ag | Pemphigus Ab inh | SUMO Mot1 rescue
[1] O=C(Nc1ccc(C(=O)Oc2ccccc2)c(O)c1)c1ccco1
→ 16 | -11 | 13 | 4 | 1.8 | -2 | 1.2 | -1.0 | 1.9 | 99 | 6
[2] N#CC(c1ccc(O)cc1)N1CCOCC1 (centres undefined)
→ -2 | 9 | -5 | -3 | 4.8 | 7 | 1.2 | 3.7 | -1.5 | 100 | -14
[3] CCN(CC)CCN1C(=O)C(=O)/C(=C(/O)c2cccc(OC)c2)C1c1ccccn1 (centres undefined)
→ -5 | 13 | -5 | 0 | 1.9 | 5 | 1.3 | -1.1 | -2.1 | 99 | 126
[4] CCOc1cc(C2C(C#N)=C(N)OC3=C2C(=O)CC(C)(C)C3)cc([N+](=O)[O-])c1O (centres undefined)
→ -36 | 18 | 1 | -13 | 4.6 | 0 | 2.7 | 0.8 | -3.5 | 104 | -6
[5] COc1cccc(CC(=O)Nn2c(C)nc3ccccc3c2=O)c1
→ -17 | 10 | -5 | 10 | 1.3 | 16 | 0.5 | -0.3 | -1.8 | 100 | 3
[6] C/C(CC(=O)Nc1cc(C)ccn1)=N\NC(=O)c1cccc(C)c1
→ 7 | -3 | 0 | 0 | -0.2 | 26 | 2.2 | 1.6 | 0.6 | 95 | -12
[7] COc1ccc(S(=O)(=O)N2CCOCC2)cc1NC(=O)CSc1n[nH]c(C(C)C)n1
→ 1 | 19 | 0 | -13 | -0.3 | 15 | 1.8 | -2.7 | -4.0 | 97 | -5
[8] O=C1N=c2ccccc2=C1c1sc(=O)[nH]c1O
→ x | x | x | x | 4.9 | 5 | 2.0 | 2.8 | x | 98 | -3
[9] COc1ccccc1CN=C1Nc2ccccc2CS1
→ -7 | -44 | -7 | 2 | 0.8 | 24 | 2.8 | -2.0 | 7.8 | 100 | 40
[10] Cc1ccc(C(=O)N2C(CC(=O)Nc3ccc(Cl)cc3)C(=O)NC3CCCCC32)cc1 (centres undefined)
→ 19 | 6 | -4 | 2 | 1.5 | 6 | 2.3 | 2.5 | -1.3 | 102 | 15
[11] O=C(CSc1cn(CCNC(=O)c2cccs2)c2ccccc12)NCc1ccccc1
→ -9 | -1 | -5 | -3 | -0.8 | 3 | 5.0 | 2.0 | 0.2 | 105 | 12
[12] CCOC(=O)C(=Cc1ccc(-c2ccsc2C(=O)OC)o1)C(=O)OCC
→ -9 | -6 | -1 | -12 | 2.3 | 10 | 1.4 | -2.9 | 1.4 | 105 | -13
[13] CCc1nnc(NC(=O)c2cc3c(s2)CCCCC3)s1
→ -3 | 11 | -1 | 6 | 1.4 | -4 | 0.6 | -1.9 | -2.1 | 75 | -3
[14] CC1(C)CC(=O)C=C(c2ccc3[nH]ccc3c2)C1
→ -15 | 3 | -3 | -3 | 0.6 | -2 | 1.4 | -2.3 | -0.4 | 108 | -9
[15] CC(=O)N1CCN(C(=O)COC(=O)CNC(=O)c2ccc(C)cc2)CC1
→ 10 | 3 | -1 | 0 | 1.0 | 19 | 1.7 | 1.9 | -0.6 | x | 2
[16] CC(C)OC(=O)c1cc(=O)[nH]c2ccccc12
→ 0 | 7 | -2 | 2 | 1.6 | -1 | 1.4 | 0.3 | -1.2 | 112 | 93
[17] CCN(CC(=O)Nc1ccccc1OC)C(=O)CN1C(=O)NC(C)(c2ccc3ccccc3c2)C1=O (centres undefined)
→ 32 | -7 | -5 | -5 | x | 35 | 5.5 | x | 1.3 | 97 | x
[18] O=C(Nc1ccc(NC(=O)c2ccco2)c(Cl)c1)c1cccc([N+](=O)[O-])c1
→ 5 | -7 | -1 | -6 | 3.6 | 7 | 1.9 | 0.6 | 1.2 | 93 | -11
[19] CC(C)C(=O)Nc1ccc(N2CCOCC2)c(S(=O)(=O)Nc2ccccc2Cl)c1
→ -12 | 3 | -6 | -21 | -2.5 | 2 | 3.3 | -3.5 | -0.5 | 117 | -15
[20] Cc1ccc(NC(=O)CS(=O)c2ccccc2N)c(C)c1 (centres undefined)
→ 9 | 3 | 12 | -2 | 1.3 | 1 | 1.6 | 2.8 | -0.5 | 104 | -14
[21] CCCn1c(N/N=C\C=C\c2ccccc2)nc2c1c(=O)[nH]c(=O)n2C
→ -25 | -7 | 2 | -9 | 5.2 | -6 | 2.5 | 2.9 | 1.2 | 101 | 8
[22] COc1cccc(-c2nc(N3CCN(Cc4ccccc4)CC3)c3ccccc3n2)c1O
→ -18 | 18 | 3 | 3 | 1.1 | 5 | 1.4 | 0.4 | -3.4 | 95 | 28
[23] CCCOc1ccc(NC(=O)CC2C(=O)N(CC)C(=S)N2Cc2cccs2)cc1 (centres undefined)
→ 25 | -22 | 6 | -15 | 0.7 | -11 | 0.6 | -3.0 | 4.2 | 93 | 30
[24] C=CCNC(=O)/C(=C/c1cn(-c2ccccc2)nc1-c1cccc([N+](=O)[O-])c1)NC(=O)c1ccccc1
→ -3 | 15 | 4 | -2 | 1.9 | 20 | -1.5 | -0.6 | -2.5 | 109 | -15
[25] CCn1c(=O)c2sccc2n(Cc2cccc(C)c2)c1=O
→ 13 | 9 | -1 | -9 | 1.9 | 3 | 1.4 | 1.1 | -1.9 | 104 | -5
[26] CCCCC1=C([O-])C2N=CC=CC2=[N+](c2ccccn2)C1=O (centres undefined)
→ x | 14 | -3 | 0 | -0.5 | 2 | 3.6 | 1.7 | -2.6 | 112 | -1
[27] COC(=O)CCCC1=CC2=C(c3ccccc3)C(=O)C(C)(OC(=O)C3CCCC3)C(=O)C2=CN1C1CCCCC1 (centres undefined)
→ -4 | -5 | 6 | 2 | 1.8 | 45 | 1.3 | 0.2 | 0.9 | 97 | 468
[28] O=C(COC(=O)c1ccc(O)cc1O)Nc1ccc(Cl)cn1
→ 30 | 5 | 0 | -9 | 4.5 | 30 | 2.3 | 0.3 | -0.9 | x | 14
[29] Cc1onc(-c2ccccc2Cl)c1C(=O)Nc1cccnc1
→ -48 | 5 | -2 | 3 | -0.8 | 14 | 0.8 | 0.4 | -0.8 | 101 | -14
[30] Cc1ccc(NC(=O)N2CCC(C(=O)NCCC3=CCCCC3)CC2)cc1
→ -7 | 16 | -6 | -13 | 3.7 | 23 | 1.4 | 1.8 | -3.2 | 99 | -5
[31] O=C(c1ccco1)N1CCN(S(=O)(=O)c2ccccc2[N+](=O)[O-])CC1
→ 0 | 2 | -1 | -7 | 2.8 | 8 | 3.8 | -0.2 | -0.3 | 97 | 4
[32] CCOC(=O)C1=C(COC(=O)c2ccc(C)s2)NC(=O)NC1C (centres undefined)
→ x | 1 | 1 | 1 | 3.6 | 31 | 5.4 | 0.7 | -0.2 | 104 | -4
[33] O=C(CCl)Nc1cc(S(=O)(=O)N2CCCCCC2)ccc1Cl
→ -16 | -11 | 23 | -11 | 3.5 | 34 | 2.0 | 0.3 | 1.6 | 86 | 4
[34] Cc1cc(C)cc(N(CC(=O)NCC2CCCO2)C(=O)CN2C(=O)COc3ccccc32)c1 (centres undefined)
→ -3 | 18 | 2 | 5 | 1.3 | -5 | 2.2 | -0.5 | -3.3 | 97 | 1
[35] COc1cc(C(=O)N2CCc3ccccc32)c([N+](=O)[O-])cc1OC
→ 23 | -13 | -2 | 10 | 7.2 | 31 | 1.2 | 0.5 | 2.7 | 121 | -21
[36] CCOc1ccc2nc(N3CCCC(C(=O)NC4CCCC4)C3)sc2c1 (centres undefined)
→ 12 | 10 | -2 | 4 | 3.4 | 4 | 2.5 | 0.3 | -2.1 | 101 | -3
[37] CCn1ccnc1C(O)(c1ccccc1)c1ccccc1
→ 7 | 12 | 1 | 1 | 1.3 | 27 | -1.5 | 0.9 | -2.3 | 112 | 5
[38] CC(C)c1ccccc1OCCCCCN1CCOCC1
→ x | x | x | x | 0.9 | -7 | -2.1 | 0.0 | x | 115 | 20
[39] Cc1ccc(CNC(=O)C2CCC(=O)N(CCc3ccccn3)C2)s1 (centres undefined)
→ 12 | 6 | -3 | 3 | 0.8 | 9 | 2.8 | 0.3 | -1.1 | x | 2
[40] Cc1ccc(OCCC(=O)N(CC(=O)Nc2ccccc2C(F)(F)F)Cc2ccco2)cc1
→ x | 0 | 14 | -3 | -4.0 | -7 | 1.3 | -0.6 | 0.1 | 99 | -3
[41] Cc1c(CN2CCC(CO)(CCOc3ccccc3)CC2)[nH]c2ccc(Cl)cc12
→ 16 | -81 | 5 | -1 | 1.4 | -3 | 4.4 | -1.4 | 16 | 111 | 20
[42] Cc1ccc(C(=O)N/C(=C/c2cn(-c3ccccc3)nc2-c2ccccc2)C(=O)O)cc1
→ 9 | 6 | 5 | -5 | 2.1 | -8 | -2.6 | 0.3 | -1.2 | 87 | 24
[43] O=C(CSc1nnnn1-c1ccccc1)CSc1nnnn1-c1ccccc1
→ 5 | 6 | -1 | -17 | 0.6 | 19 | 4.0 | 1.4 | -1.1 | 100 | -2
[44] CCN(CC)c1nc(C(N)=O)cc(-c2ccccc2)n1
→ -7 | -19 | 17 | -4 | 1.5 | 2 | 2.2 | 2.6 | 3.1 | 104 | -27
[45] CCOc1ccc(/C(O)=C2/C(=O)C(=O)N(CCN(CC)CC)C2c2ccco2)cc1 (centres undefined)
→ -22 | 0 | -10 | 3 | 3.7 | 2 | 1.3 | -2.0 | 0.0 | 102 | 1
[46] COC(=O)c1ccccc1S(=O)(=O)NNC(=O)c1ccccc1-n1cccc1
→ -3 | 17 | -2 | 1 | 2.0 | 23 | 0.5 | 4.1 | -2.5 | 97 | -3
[47] COC(=O)c1cc(S(=O)(=O)N(Cc2ccccc2)C(C)(C)C)c[nH]1
→ 27 | 13 | 12 | 7 | 3.7 | -9 | 0.2 | 0.2 | -2.4 | 98 | -13
[48] CC(=O)c1ccc(NC(=O)c2ccc(CNc3c(N4CCOCC4)c(=O)c3=O)cc2)cc1
→ 5 | 5 | 7 | 1 | 4.8 | -15 | 2.8 | -0.2 | -1.1 | 95 | -5
[49] CS(=O)(=O)Cc1nc2ccccc2n1CC(=O)Nc1cccc(S(=O)(=O)N2CCCC2)c1
→ 10 | x | 1 | -1 | x | 20 | -0.7 | x | x | 98 | x
